A549 proliferation: A549 NSCLC cell proliferation inhibitors – ATP luminescence, human non-small cell lung line, primary screen (AID 371) | A549 growth inhibition, ATP luminescence; hits give high values | hit rate 8.4% among 3,300 | growth inhibition, % at 10 µM;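 active = mean growth inhibition over the two runs of 50% or more; inactive = mean growth inhibition under 50%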;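 also: compound exposure lasted 72 h before the ATP read; 0% = untreated cell signal and 100% = no luminescence left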
AID364: Jurkat cell viability reduction – Jurkat E6.1, NIH starter set, primary screen (AID 364); Jurkat E6.1 viability, ATP luminescence, 48 h; higher % means a stronger effect; hit rate 2% among 3,300; inhibition, % at 4 µM, or CC50 in µM where a hit was titrated;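 active = concentration giving half-maximal inhibition at or below 20 micromolar; inactive = half-maximal concentration above 20 micromolar, or not dose tested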;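 also: 100% = cells treated with 4 µM doxorubicin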
HT29 cell growth-1: HT29 colon tumor cell growth inhibition, primary screen, imaging, high content imaging, 48 h, CellTiter-Glo (AID 771); growth inhibition, % at 10 µM; HT29 cell growth, HCS imaging cell count, 48 h; hits give high values; hit rate 2% among 3,300;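 active = growth inhibition above 90%, meaning viable cell count by imaging cut by more than 90% versus vehicle controls; inactive = growth inhibition below 90%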;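 also: percent fewer viable cells counted by imaging than vehicle controls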
HT29 cell growth-2: HT29 colon tumor cell growth inhibition, primary screen, imaging, high content imaging, 24 h, CellTiter-Glo (AID 770) | 3,300 tested, under 10 active | HT29 cell number by imaging, 24 h; hits give high values | growth inhibition, % at 10 µM;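 active = growth inhibition above 90% in viable cell count at a single dose; inactive = growth inhibition below 90%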
AID772: HT29 colon tumor cell growth inhibition, primary screen, imaging, high content imaging, 72 h, CellTiter-Glo (AID 772). hit rate 0.6% among 3,300. HT29 cell growth, HCS imaging cell count, 72 h; hits give high values. growth inhibition, % at 10 µM;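 active = growth inhibition above 90%, meaning viable cell count cut by more than 90% versus vehicle controls; inactive = growth inhibition below 90%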
HT29 cell growth-2 condensed nuclei: second read-out of HT29 cell growth-2, no call of its own (marks repeat the call); condensed nuclei, %; measured here: percent cells with condensed nuclei;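 share of cells whose nuclear area falls below control median minus 1.5 SD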
HT29 cell growth-2 ATP viability: also measured in HT29 cell growth-2; calls as there; growth inhibition, %; measured here: ATP CellTiter-Glo viability
HT29 cell growth-1 condensed nuclei: recorded beside HT29 cell growth-1, whose call it bears; condensed nuclei, %; measured here: percent cells with condensed nuclei;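 condensed means Hoechst nuclear area under control median minus 1.5 SD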
HT29 cell growth-1 ATP viability: recorded beside HT29 cell growth-1, whose call it bears; growth inhibition, %; measured here: ATP CellTiter-Glo viability inhibition
AID772 condensed nuclei: second read-out of AID772, no call of its own (marks repeat the call); condensed nuclei, %; measured here: percent cells with condensed nuclei;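 condensed means nuclear area below control median minus 1.5 SD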
AID772 second: recorded beside AID772, whose call it bears; growth inhibition, %; measured here: ATP CellTiter-Glo viability
* marks the source's active call; other numbers are inactive results; x = not tested or not shown. A portion of the library (hit frequency here may not be typical).

| molecule | A549 proliferation | AID364 | HT29 cell growth-1 | HT29 cell growth-1 condensed nuclei | HT29 cell growth-1 ATP viability | HT29 cell growth-2 | HT29 cell growth-2 condensed nuclei | HT29 cell growth-2 ATP viability | AID772 | AID772 condensed nuclei | AID772 second |
| --- | --- | --- | --- | --- | --- | --- | --- | --- | --- | --- | --- |
| O=C(O)CSCC(=O)Nc1ccc(S(=O)(=O)N2CCCCC2)cc1 | -6.7 | -12.6% | 9.3 | 0.7 | 2.9 | 20.1 | 4.4 | -2.4 | -38.0 | 3.2 | 0.5 |
| CCN1CCN(c2nc3c(C)cccn3c(=O)c2/C=C(\C#N)S(=O)(=O)c2ccc(C)cc2)CC1 | 1.1 | -4.7% | 82.8 | 6.3 | -5.2 | 7.9 | 4.6 | -15.0 | 11.5 | 10.3 | -11.6 |
| CC(C)(C)NCc1cc2ccccc2[nH]c1=O | 4.0 | -2.7% | 13.1 | 1.5 | -20.5 | 35.9 | 4.5 | 3.6 | 55.8 | 6.6 | -63.0 |
| Clc1ccc2[nH]c3c(NCCN4CCOCC4)ncnc3c2c1 | 34.3 | 6.3% | 90.1* | 8.9* | 74.8* | 12.1 | 6.9 | 10.2 | 79.5 | 21.9 | 95.9 |
| Cc1[nH]nc(-c2ccc(O)cc2O)c1Oc1ccccc1 | 56.1* | -5.1% | 31.1 | 1.9 | 18.7 | 47.8 | 3.2 | 11.2 | 55.4 | 18.4 | 49.6 |
| Nc1nc2c(ncn2COCCO)c(=O)[nH]1 | -3.9 | 0.9% | 8.3 | 2.9 | x | 12.5 | 5.6 | -10.2 | -60.2 | 4.4 | -22.2 |
| O=C1CC(c2ccccc2)NC(=O)N1 (configuration not stated) | 4.4 | -4.8% | 22.5 | 0.4 | 12.1 | -5.6 | 3.1 | 1.5 | -55.3 | 10.9 | -3.7 |
| CCOC(=O)CSc1nnc(C)c(=O)[nH]1 | 2.5 | -12.3% | -61.9 | 1.8 | -16.3 | -57.6 | 1.9 | -13.8 | -28.3 | 3.5 | -31.4 |
| COc1cccc(Cn2c(NCc3ccco3)nc3c2c(=O)n(C)c(=O)n3C)c1 | 51.8* | 2.55µM* | 40.0 | 0.9 | 7.1 | 11.7 | 2.4 | 3.2 | 38.8 | 0.5 | 13.0 |
| CC1(C)CC(=O)C2=C(C1)OC(N)=C(C#N)C21C(=O)N(CN2CCOCC2)c2ccccc21 (configuration not stated) | 2.9 | 5.0% | 11.6 | 2.2 | 4.9 | 9.3 | 5.0 | -13.9 | 20.2 | 5.8 | 6.7 |
| CC(=N\O)/C(CN(C)C)=N/O | 0.4 | -0.5% | 19.1 | 2.9 | 5.5 | -6.3 | 2.6 | -2.0 | 33.6 | 11.2 | 19.1 |
| COc1ccc(/C(O)=C2/C(=O)C(=O)N(CCN3CCOCC3)C2c2ccccn2)cc1OC (configuration not stated) | 0.8 | -5.4% | 41.9 | 3.0 | 6.2 | -4.5 | 3.4 | 3.6 | -36.4 | 7.2 | -0.4 |
| CC(=O)c1c(OCC(=O)O)ccc2c(C)cc(=O)oc12 | -32.5 | 6.9% | -16.4 | 1.2 | -8.3 | -28.9 | 1.7 | -7.7 | -45.1 | 3.4 | -48.2 |
| N#C/C(C(=O)NCc1ccco1)=C1/SC(Cc2ccc(F)cc2)C(=O)N1c1ccccc1 (configuration not stated) | -0.1 | -5.5% | 18.1 | 9.7 | 3.4 | 16.5 | 7.7 | -3.7 | -27.2 | 7.6 | -17.6 |
| O=C(O)c1ccnc(C(=O)O)c1 | -6.8 | -6.2% | 33.1 | 0.0 | -9.9 | 29.7 | 1.5 | 7.5 | 5.3 | 1.3 | -20.5 |
| Nc1ccc(Cl)cc1/C(=N/O)c1ccccc1 | 16.4 | -1.0% | 33.8 | 3.6 | -14.5 | -14.5 | 2.2 | -13.7 | -26.6 | 3.8 | -23.5 |
| CCOC(=O)c1[nH]c2ccccc2c1N=C(C)N(CC)CC | 9.9 | -1.9% | -46.8 | 2.6 | -17.9 | -62.7 | 1.6 | 2.4 | -0.8 | 3.0 | 5.3 |
| CS(=O)(=O)CCC(C(=O)n1nnc2ccccc21)N1C(=O)c2ccccc2C1=O (configuration not stated) | 1.6 | 1.1% | 28.5 | 2.4 | -0.9 | 12.3 | 2.1 | 8.0 | -4.9 | 6.6 | -2.0 |
| C[C@]12CC[C@@H]3c4ccc(OC(=O)c5ccccc5)cc4CC[C@H]3[C@@H]1CC[C@@H]2O | 73.8* | 0.6% | 90.5* | 22.1* | x | 29.2 | 4.7 | 20.9 | 54.1 | 30.8 | 84.2 |
| c1nc(NC2CCCCC2)c2[nH]cnc2n1 | 7.8 | -1.3% | 36.6 | 1.5 | 14.7 | 0.3 | 6.8 | -13.4 | 32.5 | 9.8 | 7.7 |
| CCCCc1cc(=O)oc2c(CN(C)C)c(O)c(Cl)cc12 | -0.9 | -2.8% | 37.5 | 2.0 | -27.0 | 40.8 | 4.4 | -3.0 | -33.5 | 3.4 | -59.9 |
| CN(C)CCCN1c2ccccc2Sc2ccc(Cl)cc21 | 92.2* | -2.2% | 92.7* | 22.1* | x | 37.5 | 5.8 | 25.5 | 80.3 | 29.8 | 92.1 |
| O=C(O)CCCc1ccccc1 | -1.3 | -7.0% | -4.0 | 2.9 | x | 14.3 | 4.2 | 4.2 | -18.4 | 11.5 | 11.1 |
| CCCCNC(=O)N1CCOCCOCCN(C(=O)NCCCC)CCOCC1 | 2.2 | -1.0% | 16.7 | 3.0 | -10.5 | -39.2 | 2.1 | 10.2 | -3.0 | 10.6 | 36.0 |
| Cc1c(C)c2cc(Cl)c(O)c(CN3CCN(C)CC3)c2oc1=O | -3.3 | -6.9% | -5.9 | 2.4 | -11.9 | 34.5 | 5.7 | -11.4 | 36.7 | 6.9 | -13.3 |
| COc1ccccc1NC(=O)c1c(C)cc(=O)oc1C | 3.0 | -0.9% | 18.1 | 1.8 | 4.5 | 2.5 | 1.9 | -2.6 | 21.0 | 9.3 | 14.6 |
| COC(=O)C(NC(=O)c1ccccc1)(Nc1nccs1)C(F)(F)F (configuration not stated) | 5.6 | -2.9% | 11.9 | 2.9 | 5.5 | 11.4 | 2.5 | 7.5 | 60.8 | 9.0 | 20.8 |
| CCOC(=O)c1c(C)[nH]c(/C(C)=N/O)c1C | 12.8 | -0.9% | 11.8 | 2.9 | -2.5 | -16.0 | 3.8 | -19.6 | -5.8 | 1.9 | -21.8 |
| CCOC(=O)C1=Nc2ccccc2C1=[N+]=[N-] | 61.3* | 1.2% | 89.6 | 2.3 | 34.4 | 57.8 | 4.9 | 27.9 | 83.9 | 5.2 | 61.8 |
| COc1cc(C)nc(Oc2ccc(=O)[nH]n2)n1 | -0.5 | -1.2% | 16.6 | 2.3 | 0.4 | -0.3 | 2.3 | 3.6 | -24.1 | 9.6 | 10.3 |
| Cc1cc(N/C=C/C(=O)c2cccc3ccccc23)no1 | 40.5 | 4.5% | 25.3 | 1.1 | 22.0 | 9.9 | 6.5 | 0.6 | -31.2 | 3.5 | -23.9 |
| CN1C2C=C3C(C#N)=C(N)C(C#N)(C#N)[C@@H](c4ccsc4)[C@@H]3C1CC2 (some centres not stated) | 10.2 | -3.2% | 38.9 | 2.4 | 9.6 | 5.6 | 1.0 | 4.5 | 17.2 | 9.0 | 11.5 |
| Cn1nnc2c(sc3nc(N4CCOCC4)c4c(c32)CCCC4)c1=O | 13.5 | 13.3% | 28.7 | 3.0 | -11.2 | 24.7 | 1.9 | -5.5 | 12.0 | 3.8 | -24.2 |
| O=C(O)CC(NC(=O)COc1ccc(Cl)cc1Cl)C(=O)O (configuration not stated) | -4.0 | -10.8% | -1.8 | 8.7 | 6.8 | 37.0 | 1.0 | 12.1 | -26.9 | 8.5 | -1.7 |
| Cn1ncc2c(Nc3ccccc3Br)ncnc21 | 5.0 | 6.5% | -12.0 | 4.2 | -32.5 | -5.3 | 0.9 | -9.7 | 40.7 | 6.8 | 15.3 |
| Cc1cccc(OCC(=O)N2CCC(N3CCCCCC3)CC2)c1 | 4.4 | -7.6% | 38.0 | 5.0 | 23.8 | 15.8 | 1.1 | 3.1 | -20.3 | 13.8 | -10.7 |
| COc1ccc(C2CC(c3ccccc3)Nc3nc(N)nn32)cc1 (configuration not stated) | 4.3 | -7.8% | 20.8 | 2.9 | -13.4 | -18.4 | 3.3 | 7.8 | -35.1 | 2.4 | -46.9 |
| O=C(NCc1ccccc1)c1ccc(=O)[nH]n1 | -6.6 | 5.8% | -29.6 | 1.5 | -5.0 | -5.8 | 3.8 | -8.2 | -51.8 | 4.3 | -31.6 |
| N#CC1=C(SCC(=O)c2ccc(Cl)cc2)NC2=C(C(=O)CCC2)C1c1ccco1 (configuration not stated) | 80.0* | 2.79µM* | 92.8* | 7.9* | 78.2* | 64.2 | 20.2 | 40.0 | 74.6 | 34.6 | 92.8 |
| Cc1nc(-c2cn[nH]c2)c2cc(C)oc2n1 | 2.1 | 0.7% | -4.0 | 2.2 | -14.7 | 14.7 | 3.8 | -10.1 | -72.2 | 3.7 | -27.4 |
| C/C(NC(=O)c1cccs1)=C1\C(=O)C[C@@H]2[C@H]1C2(C)C | 11.5 | -2.2% | -26.2 | 3.1 | -7.4 | -44.7 | 2.3 | -4.4 | 32.9 | 2.6 | -15.1 |
| CCC(NC(=O)Nc1nnc(C(F)(F)F)s1)(C(F)(F)F)C(F)(F)F | 81.7* | 2.22µM* | 85.5 | 5.4 | 81.4 | 67.4 | 4.4 | 38.8 | 73.1 | 30.0 | 95.3 |
| COc1cc(Cn2ccnc2)c(OC)cc1Cn1ccnc1 | 1.0 | -0.6% | -14.7 | 1.9 | 5.3 | -10.5 | 3.3 | -6.1 | 25.9 | 5.9 | -15.8 |
| C=CCOc1nc2c(c(=O)n(C)c(=O)n2C)n1Cc1ccccc1Cl | 15.5 | 7.2% | 18.1 | 3.7 | 17.4 | 24.9 | 2.3 | 7.6 | -6.9 | 4.1 | 7.1 |
| CN(C)c1ccc(C=NCC2(O)CCOC(C)(C)C2)cc1 (configuration not stated) | -1.1 | -1.5% | -16.2 | 4.6 | -23.0 | 19.8 | 4.4 | -4.6 | 14.6 | 3.6 | 0.7 |
| CC(NC(=O)NCc1cccnc1)(C(F)(F)F)C(F)(F)F | -0.3 | -11.5% | -22.7 | 2.8 | -12.1 | -1.5 | 1.8 | -9.4 | -58.0 | 7.2 | -34.9 |
| CC1CCN(c2[nH]c(=S)c(C#N)c3c2CCCC3)CC1 | 56.0* | 0.7% | 9.5 | 0.6 | 0.7 | 2.3 | 1.9 | -10.9 | -40.2 | 1.9 | -36.9 |
| CCn1c(-c2ccco2)n[nH]c1=S | -1.6 | -5.8% | 32.6 | 1.3 | -12.4 | 2.6 | 3.0 | -3.6 | -49.8 | 1.4 | -35.2 |

Quoted at random: four compounds from above.
| molecule | A549 proliferation | AID364 | HT29 cell growth-1 | HT29 cell growth-1 condensed nuclei | HT29 cell growth-1 ATP viability | HT29 cell growth-2 | HT29 cell growth-2 condensed nuclei | HT29 cell growth-2 ATP viability | AID772 | AID772 condensed nuclei | AID772 second |
| --- | --- | --- | --- | --- | --- | --- | --- | --- | --- | --- | --- |
| Cc1cccc(OCC(=O)N2CCC(N3CCCCCC3)CC2)c1 | 4.4 | -7.6% | 38.0 | 5.0 | 23.8 | 15.8 | 1.1 | 3.1 | -20.3 | 13.8 | -10.7 |
| CC(NC(=O)NCc1cccnc1)(C(F)(F)F)C(F)(F)F | -0.3 | -11.5% | -22.7 | 2.8 | -12.1 | -1.5 | 1.8 | -9.4 | -58.0 | 7.2 | -34.9 |
| O=C(NCc1ccccc1)c1ccc(=O)[nH]n1 | -6.6 | 5.8% | -29.6 | 1.5 | -5.0 | -5.8 | 3.8 | -8.2 | -51.8 | 4.3 | -31.6 |
| C/C(NC(=O)c1cccs1)=C1\C(=O)C[C@@H]2[C@H]1C2(C)C | 11.5 | -2.2% | -26.2 | 3.1 | -7.4 | -44.7 | 2.3 | -4.4 | 32.9 | 2.6 | -15.1 |

Screening data from PubChem.
